From PubChem BioAssay
KCNQ2 block: KCNQ2 channel blockers in CHO-K1 cells – cell-based, FluxOR thallium flux, B-score, primary screen (AID 2156); B-score at 10 µM; O88943; 20 min; stronger effect = lower value; 310,000 compounds, 1.1% hits;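 active = fluorescence ratio B-score at most minus 3 library SDs, with starting brightness B-score within 2 library SDs, cut at about -5.5 in these data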
Kir21 inh: blocks the mouse Kir2.1 inward-rectifier potassium channel; P35561; HEK293-Kir2.1, FluxOR thallium flux fluorescence; stronger effect = lower value; B-score at 10 µM; 310,000 compounds, 0.85% hits; AID 1672;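 active = fluorescence ratio B-score at or below minus 3 SD of library scores, with starting-brightness B-score within 2 SD, cut at about -4.2 in these data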;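 also: channel flux triggered by added potassium and thallium sulfate stimulus; B-score of peak minus minimum fluorescence over baseline after thallium stimulus; more negative B-score means stronger Kir2.1 block with less thallium influx; some compounds called inactive have numbers as strong as hits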
Target sequence (P35561 whole entry, looked up): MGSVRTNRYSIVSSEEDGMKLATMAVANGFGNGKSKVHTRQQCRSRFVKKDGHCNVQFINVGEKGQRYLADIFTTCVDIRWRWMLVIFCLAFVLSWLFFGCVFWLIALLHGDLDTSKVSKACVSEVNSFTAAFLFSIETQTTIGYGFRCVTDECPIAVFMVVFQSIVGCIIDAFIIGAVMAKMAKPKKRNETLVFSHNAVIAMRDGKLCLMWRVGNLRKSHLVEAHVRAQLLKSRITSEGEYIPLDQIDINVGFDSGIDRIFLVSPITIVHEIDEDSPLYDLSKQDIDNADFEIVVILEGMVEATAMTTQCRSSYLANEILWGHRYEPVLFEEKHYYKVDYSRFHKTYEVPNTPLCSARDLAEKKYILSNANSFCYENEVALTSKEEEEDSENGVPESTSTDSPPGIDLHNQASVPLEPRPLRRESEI
STK33 inh: inhibitors of human STK33 kinase. Q9BYT3. purified STK33, MBP phosphorylation, ADP-Glo luminescence. inhibition, % at 10 µM. 320,000 compounds, 0.073% hits. AID 2661;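 active = inhibition at or above 25%, using the most active replicate where run in duplicate; inactive = inhibition below 25%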
* marks the source's active call; other numbers are inactive results; i = inactive; & = joins results of further samples. An excerpt; count on the stated rates, not on these rows.

Under each structure – KCNQ2 block, Kir21 inh, STK33 inh
(1) CC1(C)OC2CC3C4CC(F)C5=CC(=O)C=CC5(C)C4(F)C(O)CC3(C)C2(C(=O)CO)O1 (stereo not drawn)
  i, -0.37, -0.3
(2) CC(C)Cc1ccc(C(C)C(=O)O)cc1 (stereo not drawn)
  i, 1.53, -0.6
(3) CC1=NN(c2ccccc2)C(=O)C1
  i, -0.86, -1.5
(4) CC(C)Cn1cnc2c1c(=O)n(C)c(=O)n2C
  i, 0.04, 0.2
(5) CCOc1ccc(S(=O)(=O)N2CCCCCC2)c2ccccc12
  i, -0.14, -0.4
(6) O=C1N(c2ccccc2)c2ccccc2C1(Cc1ccncc1)Cc1ccncc1
  -5.58*, -1.3&0.02, -0.7
(7) Cc1cc2c(s1)Nc1ccccc1N=C2N1CCN(C)CC1
  i, -2.09, -0.3
(8) COc1ccccc1OCC(O)COC(N)=O (stereo not drawn)
  i, 2.5, -1.5
(9) Cc1coc2c1C(=O)C(=O)c1c-2ccc2c1CCCC2(C)C
  i, -1.31, 2.3
(10) Cc1cc(C)nc(/N=C(\N)Nc2ccc(S(N)(=O)=O)cc2)n1
  i, 0.95, -0.4
(11) CN(C)CCCN1c2ccccc2Sc2ccccc21
  i, -2.13, 0.0
(12) CC(=O)O[C@]1(C(C)=O)CC[C@H]2[C@@H]3C=C(Cl)C4=CC(=O)[C@@H]5C[C@@H]5[C@]4(C)[C@H]3CC[C@@]21C
  i, -0.68, -1.1&-0.4
(13) N=C(N=C(N)N)N1CCOCC1
  i, 0.12, -0.9
(14) CCCOc1ccccc1-c1nc2n[nH]nc2c(=O)[nH]1
  i, -0.43, -0.3
(15) NS(=O)(=O)c1cc2c(cc1C(F)(F)F)NC(Cc1ccccc1)NS2(=O)=O (stereo not drawn)
  i, 0.85, -1.6
(16) COc1nc(C)nc(Cl)c1NC1=NCCN1
  i, 0.6, -1.3
(17) O=C1NCC2(CCN(CCc3ccccc3)CC2)O1
  i, -0.65, -1.3
(18) CC1(C)O[C@H]2CC(=O)OCC23[C@H]2CC[C@@]4(C)[C@H](c5ccoc5)OC(=O)[C@H]5O[C@]54[C@]2(C)C(=O)C[C@@H]13 (stereo partly drawn)
  i, -1.09, 0.2
(19) CCOC(=O)C1(CCOc2ccccc2)CCN(Cc2ccc(O)c(Cl)c2)CC1
  i, 1.39, -3.3
(20) Cc1nnc(NS(=O)(=O)c2ccc(N)cc2)s1
  i, 0.11, -2.2
(21) Cc1nc2c3ccccc3nc(NNC(=O)CCC(=O)N3CCN(c4ccccc4)CC3)n2n1
  i, 3.06, -2.1
(22) O=C(O)COC(=O)Cc1ccccc1Nc1c(Cl)cccc1Cl
  i, 1.48, -1.7
(23) O=c1cc[nH]c(=O)[nH]1
  i, -1.1, -1.5
(24) c1ccc2c(CC3=NCCN3)cccc2c1
  i, -0.35, -3.4
(25) C[C@H]1COc2c(N3CCN(C)CC3)c(F)cc3c(=O)c(C(=O)O)cn1c23
  i, 0.05, 0.0
(26) C/C=C/C=N\NC(=O)c1ccncc1
  i, 0.07, -1.5
(27) CC(C)Cc1ccc([C@H](C)C(=O)O)cc1
  i, 0.29, -1.5
(28) C[C@H](CCC(=O)O)[C@H]1CC[C@H]2[C@@H]3[C@@H](O)C[C@@H]4C[C@H](O)CC[C@]4(C)[C@H]3CC[C@]12C
  i, -0.19, -1.6
(29) C[C@]12CC[C@H]3[C@@H](CCC4=CC(=O)CC[C@@]43C)[C@@H]1CC[C@@H]2C(=O)CO
  i, 0, 0.6
(30) CC(Oc1c(Cl)cccc1Cl)C1=NCCN1 (stereo not drawn)
  i, -1.55, -0.8
(31) Nc1cc(-c2ccncc2)c[nH]c1=O
  i, -0.37, 0.9
